GalR3 antagonist: antagonists of human GalR3 | O60755 | HEK293 GalR3-CNG cAMP membrane potential fluorescence; galR3 body fused to GalR1 C-terminus | inhibition, % at 3 µM | 360,000 compounds, 0.44% hits | AID 651719;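 active = inhibition above the screen-wide average plus 3 SD, cut at about 13% in these data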;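 note: forskolin and galanin both at EC90 stimulate the cells; cAMP rise reported by CNG channel membrane potential dye signal; 0% = forskolin plus galanin with DMSO and 100% = forskolin alone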
V1aR counter: activates human V1a receptor in oxytocin agonist counter-screen; P37288; CHO-V1R cells, Fluo-8 calcium fluorescence, agonist mode; 0% DMSO, 100% 3 nM vasopressin; activation, % at 3 µM; 320,000 compounds, 0.25% hits; AID 2797;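 active = activation above the mean activation of all tested compounds plus 3 SD, per screening run, cut at about 20% in these data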;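 note: signal is peak over basal fluorescence ratio across a 100 second FLIPR read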
Target sequence (P37288 whole entry, looked up): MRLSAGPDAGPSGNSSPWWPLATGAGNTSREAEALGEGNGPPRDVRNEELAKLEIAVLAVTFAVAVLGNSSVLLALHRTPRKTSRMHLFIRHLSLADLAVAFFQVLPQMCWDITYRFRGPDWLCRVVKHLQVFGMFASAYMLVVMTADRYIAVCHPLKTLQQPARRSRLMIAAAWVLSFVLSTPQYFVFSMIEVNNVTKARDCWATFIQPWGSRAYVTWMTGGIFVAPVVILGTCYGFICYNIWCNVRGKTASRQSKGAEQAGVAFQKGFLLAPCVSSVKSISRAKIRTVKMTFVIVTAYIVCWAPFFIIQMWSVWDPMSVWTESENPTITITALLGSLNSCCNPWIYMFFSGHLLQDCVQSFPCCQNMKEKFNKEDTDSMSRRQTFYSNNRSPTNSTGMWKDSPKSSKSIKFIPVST
FID counter: fluorescent intercalator displacement, NS3 helicase counter-screen; inhibition, % at 7.9 µM; 290,000 compounds, 0.17% hits; DNA fluorescent intercalator displacement, fluorescence; in the data active = inhibition above about 37%;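 note: 0% = vehicle and 100% = reference compound; higher means more ethidium bromide displaced from hairpin DNA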
IMP-1 inh: inhibitors of Pseudomonas aeruginosa IMP-1 metallo-beta-lactamase; purified IMP-1, nitrocefin hydrolysis, epi-absorbance fluorescence; inhibition, % at 5.6 µM; 290,000 compounds, 0.45% hits;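 active = inhibition above the mean plus 3 SD of all compounds in the same screening run, cut at about 4.5% in these data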;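 note: 0% = IMP-1 with DMSO and 100% = DMSO wells lacking enzyme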
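Test system: recombinant IMP-1 enzyme, purified / Medium: HEPES buffer pH 7.1 with ZnSO4 and Brij 35 / Doses: single dose, 5.6 µM / Times: 25 °C, 15 min preincubation, 25 min reaction / Detection: Epi-absorbance via hydrolysed-nitrocefin quenching of white-plate fluorescence, 480/530 nm, EDTA stop / Evaluation: percent inhibition from optical density relative to buffer-blank wells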
VIM-2 inhibitor: blocks Pseudomonas aeruginosa VIM-2 metallo-beta-lactamase. purified VIM-2, nitrocefin hydrolysis, epi-absorbance fluorescence. inhibition, % at 5.6 µM. 290,000 compounds, 0.89% hits. AID 1527;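 active = inhibition above the mean of all tested compounds plus 3 SD, cutoff set per screening run, cut at about 7.5% in these data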;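 note: red hydrolysis product quenches plate fluorescence so inhibitors raise well fluorescence; 0% = enzyme with DMSO and 100% = DMSO without enzyme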
GPR7 antag: human neuropeptides B/W receptor 1 antagonism. P48145. GPR7-expressing cells, fluorescence antagonist assay. inhibition, % at 4.4 µM. 290,000 compounds, 1.1% hits; in the data active = inhibition above about 16%, passing the limit was not always enough;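 note: cells stimulated with the agonist NPW; 0% = agonist with vehicle and 100% = vehicle without agonist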
PHOSPHO1 inh: PHOSPHO1 (human) inhibition. inhibition, % at 13.3 µM. Q8TCT1. AID 1565. 290,000 compounds, 1.1% hits. recombinant PHOSPHO1, absorbance phosphatase assay; in the data active = inhibition above about 60%
Target sequence (Q8TCT1 whole entry, looked up): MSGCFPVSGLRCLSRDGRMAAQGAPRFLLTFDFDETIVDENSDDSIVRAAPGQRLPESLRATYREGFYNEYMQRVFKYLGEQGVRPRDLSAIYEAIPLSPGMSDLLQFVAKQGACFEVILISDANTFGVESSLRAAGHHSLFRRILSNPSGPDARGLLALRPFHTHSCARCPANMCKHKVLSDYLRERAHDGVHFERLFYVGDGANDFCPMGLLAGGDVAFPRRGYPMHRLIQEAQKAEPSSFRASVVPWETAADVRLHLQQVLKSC
HCV NS3 hel inh: HCV NS3 helicase inhibition. NS3 helicase DNA unwinding, Cy5 molecular beacon fluorescence. inhibition, % at 10.9 µM. 290,000 compounds, 0.56% hits. AID 1800;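 active = inhibition above the mean of all tested compounds plus 3 SD, set per campaign, cut at about 35% in these data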;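 note: 0% = DMSO wells and 100% = thioflavine S control wells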
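Material: hepatitis C virus NS3 helicase domain fragment enzyme; measured by: Cy5 fluorescence, 0 and 60 min reads; control set: DMSO and thioflavine S; incubation: 60 min unwinding reaction at 25 °C after ATP addition; read-out basis: % inhibition from 60/0 min fluorescence ratio, DMSO 0%, thioflavine S 100%; repeats: singlicate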
OXTR agonist: agonists of human oxytocin receptor. CHO-OTR cells, Fluo-8 calcium fluorescence; normalized: DMSO 0%, oxytocin 100%. activation, % at 3 µM. P30559. 320,000 compounds, 0.32% hits;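 active = activation above the mean of all tested compounds plus 3 SD, cutoff set per screening run, cut at about 20% in these data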;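 note: peak over basal fluorescence ratio from a 100 s FLIPR kinetic read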
* marks the source's active call; other numbers are inactive results; x = not tested or not shown. Compounds as they come. About 4.3% of those tested had a hit in this group.

structure | GalR3 antagonist | V1aR counter | FID counter | IMP-1 inh | VIM-2 inhibitor | GPR7 antag | PHOSPHO1 inh | HCV NS3 hel inh | OXTR agonist
CC(C)OC(=O)CCC(=O)Nc1nc2ccccc2s1 | -4.5 | -0.1 | -6.0 | -3.6 | -1.2 | -2.2 | 4.7 | -2.3 | 0.3
COc1ccc(N2CC(C(=O)Nc3ccc(N4CCOCC4)cc3)CC2=O)cc1 (stereo not given) | 1.6 | 1.1 | -2.8 | -4.5 | -0.1 | 12.8 | 13.8 | 3.9 | 0.1
COc1cc(OC)c(C(=O)Nc2ncn[nH]2)cc1OC | 0.5 | -0.9 | -1.0 | -3.8 | -3.8 | -5.2 | x | 4.0 | -1.3
COc1cccc(-n2nnc3c(=O)n(CC(=O)N4CCCCC4)cnc32)c1 | -3.0 | -0.1 | -3.4 | -3.5 | -3.5 | -12.3 | -1.6 | -1.4 | 0.4
Cc1sc(NC(=O)C2C3CCC(C3)C2C(=O)O)c(C(N)=O)c1-c1ccc(C(C)(C)C)cc1 (stereo not given) | -2.4 | 1.9 | -36.5 | -2.1 | -1.4 | -9.8 | -6.7 | 5.8 | 0.0
CCN1CCCC(NC(=O)c2scc3c2CCCC3)C1 (stereo not given) | -0.8 | 3.2 | 17.0 | -3.2 | -5.8 | 2.3 | 4.7 | -3.7 | -0.8
CCC(=O)Nc1nc(C)nc(C)c1C(C)=O | -3.3 | 1.1 | -2.7 | -2.1 | -2.3 | -15.4 | 23.5 | -2.6 | 0.4
CC(=O)c1ccc(N2CCN(S(=O)(=O)c3ccc4c(c3)NC(=O)CO4)CC2)cc1 | -3.2 | 8.1 | -27.8 | -2.3 | -3.9 | 3.8 | 1.0 | 1.4 | 8.6
C#CCNC(=O)C1=C[C@@H](C2CCCCC2)[C@H](CCCO)[C@@H](OCC)O1 | -2.2 | -0.4 | -30.9 | -2.5 | -0.2 | -4.0 | 23.7 | 1.9 | -1.5
Cc1ccccc1C(=O)N/C(=C/c1ccc(-c2cccnc2Cl)o1)C(=O)NCCCN1CCN(C)CC1 | -2.8 | -0.8 | 13.4 | -2.0 | 0.1 | -0.5 | 33.1 | -11.8 | 1.0
CC1(C)CC(=O)C(C2c3ccccc3Oc3ccccc32)C(=O)C1 | -1.8 | 2.1 | -2.5 | -1.8 | -2.3 | -6.0 | -2.0 | -3.0 | -0.8
COc1ccc(CNC(=O)c2c(O)c3cc(OC)c(OC)cc3[nH]c2=O)cc1OC | -5.0 | x | -7.3 | 1.4 | 0.7 | -9.0 | -10.7 | 2.7 | x
O=C(c1ccc2c(=O)n(CC3CCCO3)c(=S)[nH]c2c1)N1CCN(c2ccccc2)CC1 (stereo not given) | -5.4 | 0.4 | -7.5 | -1.4 | -3.9 | -7.5 | 11.2 | -7.1 | -0.3
CCC1CCCCN1CCN1C(=O)C2C(C(=O)Nc3ccc(OC)cc3)C3C=CC2(O3)C1C(=O)NC1CCCCC1 (stereo not given) | -9.3 | -0.1 | -3.8 | -1.1 | -1.2 | -9.8 | -13.0 | -10.3 | -0.3
Cc1ccc(-c2nnc(-c3ccncc3)n2-c2ccc(C)cc2)cc1 | -6.0 | -0.9 | -16.4 | -1.9 | -3.1 | -0.5 | 7.6 | 0.7 | -1.7
O=C(O)CCC(=O)N1N=C(c2ccccc2)CC1c1ccc2c(c1)OCO2 (stereo not given) | 0.8 | x | -44.5 | -2.1 | 0.3 | -0.3 | 39.0 | 8.0 | x
O=C(c1sc2ccccc2c1Cl)N1CCN(c2ccc(F)cc2)CC1 | -4.0 | 0.8 | -23.0 | -2.7 | -2.5 | 2.4 | 33.9 | -5.7 | -2.3
COc1ccc(C(=O)Nc2ccc3ccccc3c2)c(OC)c1 | -4.5 | -0.1 | -8.9 | -1.0 | -1.4 | -1.4 | 39.0 | -10.9 | -0.9
COc1ccc(C(=O)NC(C)c2nnc(SCC(=O)Nc3nc4ccccc4s3)n2C)cc1 (stereo not given) | -1.5 | -0.3 | -37.1 | -2.4 | -2.5 | -7.0 | -2.2 | -4.3 | -1.0
CCOC(=O)CNC(=O)CSc1nnc(Cn2cnc3ccccc32)n1C | -4.0 | 0.2 | 2.1 | -4.8 | -3.2 | -5.4 | 10.9 | 2.3 | -0.3
CCCc1nc2oc3ccccc3c(=O)c2c(=O)n1-c1ccccc1 | -1.6 | 0.6 | -9.2 | -1.8 | -0.5 | -1.3 | 23.1 | 2.5 | -0.6
CC(C)C(c1nnnn1Cc1ccc(F)cc1)N1CCSCC1 (stereo not given) | -0.2 | -1.7 | -4.6 | -4.5 | -4.5 | -8.1 | -10.5 | 0.6 | -1.8
CCCSc1nc(-c2ccccc2)cc(C(F)(F)F)c1C#N | x | 0.5 | -0.9 | -1.8 | -1.8 | -3.4 | 13.5 | 3.3 | 0.3
CCCN(CC1CC1)C(=S)NC(=O)c1ccc(S(=O)(=O)N2CCOCC2)cc1 | -8.8 | 0.4 | -26.3 | -3.1 | -4.1 | -2.4 | -27.5 | -1.8 | 1.8
COc1ccc(NC(=O)CSc2nc(N)c(C#N)cc2C#N)cc1 | -5.1 | -0.5 | 3.5 | -5.8 | -3.3 | 0.1 | 13.9 | -1.1 | 0.5

9 structures already listed, arranged by molar mass, smallest number first:
structure | GalR3 antagonist | V1aR counter | FID counter | IMP-1 inh | VIM-2 inhibitor | GPR7 antag | PHOSPHO1 inh | HCV NS3 hel inh | OXTR agonist
COc1cc(OC)c(C(=O)Nc2ncn[nH]2)cc1OC | 0.5 | -0.9 | -1.0 | -3.8 | -3.8 | -5.2 | x | 4.0 | -1.3
CCN1CCCC(NC(=O)c2scc3c2CCCC3)C1 (stereo not given) | -0.8 | 3.2 | 17.0 | -3.2 | -5.8 | 2.3 | 4.7 | -3.7 | -0.8
CC1(C)CC(=O)C(C2c3ccccc3Oc3ccccc32)C(=O)C1 | -1.8 | 2.1 | -2.5 | -1.8 | -2.3 | -6.0 | -2.0 | -3.0 | -0.8
CCCc1nc2oc3ccccc3c(=O)c2c(=O)n1-c1ccccc1 | -1.6 | 0.6 | -9.2 | -1.8 | -0.5 | -1.3 | 23.1 | 2.5 | -0.6
C#CCNC(=O)C1=C[C@@H](C2CCCCC2)[C@H](CCCO)[C@@H](OCC)O1 | -2.2 | -0.4 | -30.9 | -2.5 | -0.2 | -4.0 | 23.7 | 1.9 | -1.5
O=C(c1sc2ccccc2c1Cl)N1CCN(c2ccc(F)cc2)CC1 | -4.0 | 0.8 | -23.0 | -2.7 | -2.5 | 2.4 | 33.9 | -5.7 | -2.3
COc1ccc(N2CC(C(=O)Nc3ccc(N4CCOCC4)cc3)CC2=O)cc1 (stereo not given) | 1.6 | 1.1 | -2.8 | -4.5 | -0.1 | 12.8 | 13.8 | 3.9 | 0.1
COc1ccc(CNC(=O)c2c(O)c3cc(OC)c(OC)cc3[nH]c2=O)cc1OC | -5.0 | x | -7.3 | 1.4 | 0.7 | -9.0 | -10.7 | 2.7 | x
COc1ccc(C(=O)NC(C)c2nnc(SCC(=O)Nc3nc4ccccc4s3)n2C)cc1 (stereo not given) | -1.5 | -0.3 | -37.1 | -2.4 | -2.5 | -7.0 | -2.2 | -4.3 | -1.0

More entries:
structure | GalR3 antagonist | V1aR counter | FID counter | IMP-1 inh | VIM-2 inhibitor | GPR7 antag | PHOSPHO1 inh | HCV NS3 hel inh | OXTR agonist
CCNC(=S)/N=C(/Nc1ccccc1)Nc1nc(C)cc(C)n1 | -0.9 | -1.4 | -5.9 | -1.8 | -3.0 | -11.9 | 20.0 | 4.6 | -1.9
CCOP(=O)(OCC)C(NC(=O)Nc1ccccc1)c1ccccc1 (stereo not given) | 1.5 | 0.8 | -10.9 | 0.6 | 0.5 | 10.1 | -11.4 | 4.3 | -1.2
Cc1cccc(NC(=O)CCN2CCN(C/C=C/c3ccccc3)CC2)c1 | -4.2 | 7.2 | 23.1 | -4.7 | -1.7 | -3.0 | 48.3 | -35.8 | 9.7
COc1ccc(NC(=O)c2ccco2)cc1S(=O)(=O)N1CCCCC1 | 2.4 | 0.5 | -20.9 | 0.2 | -0.6 | -20.5 | 24.0 | 13.3 | 1.1

Screening data from PubChem BioAssay.
